PLAP inhibitors HTS: PLAP enzyme inhibitors, biochemical, luminescence, HTS (AID 690); purified PLAP, luminescent substrate; higher % means a stronger effect; inhibition, % at 20 µM, or IC50 in µM where a hit was titrated; 96,000 compounds, 0.08% hits; in the data active = a potency from the dose series; inactive = the rest, 99 in 100 with inhibition below about 30%; also: strong numbers were not always called active
Bcl-B TR3 displacers: displacers of TR3 peptide from Bcl-B, primary screen, selectivity assay for Bfl-1 inhibitor project, biochemical, fluorescence polarization; 96,000 compounds, 0.11% hits; displacement, % at 20 µM, or IC50 in µM where a hit was titrated; FP displacement of FITC-TR3 peptide from Bcl-B; higher % means a stronger effect;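 active = displacement above 50% at 20 µM plus a fluorescence interference ratio under 1.5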;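 also: plate controls were wells without compound for no effect and wells lacking Bcl-B protein for full effect; a part of the inactive calls stands beside numbers as strong as those of hits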
IL1B NFkB pot: enhances IL-1B driven NFkB nuclear translocation. HUVEC IL-1B NFkB p65 nuclear translocation imaging. activation, % at 2 µM. 94,000 compounds, 0.3% hits. AID 819;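 active = activation above 40%, about the mean plus 3 SD, also judged a hit on visual image review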;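 also: percent activation is computed from the nuclear over cytoplasmic p65 intensity ratio; values of inactives mirror those of a sister screen read the other way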
IL1B NFkB inh: blocks IL-1B driven NFkB nuclear translocation in HUVEC cells. inhibition, % at 2 µM. HUVEC IL-1B NFkB p65 nuclear translocation imaging. 94,000 compounds, 0.43% hits;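 active = inhibition above about 30% together with a positive call from visual inspection of the well image, limit read from the data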;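 also: nuclear over cytoplasmic p65 intensity ratio measured by imaging; 0% = IL-1B stimulated DMSO wells and 100% = unstimulated DMSO wells; values of inactives mirror those of a sister screen read the other way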
MRP reversal: compounds reversing MRP-mediated drug resistance | 85,000 compounds, 0.04% hits | H69AR cells + 2 uM doxorubicin, CellTiter-Glo, 72 h | differential viability (reversal), % at 10 µM;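 active = viability drop by adding the cancer drug above about 55%, with treated viability meeting a 40% cutoff, limit read from the data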;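 also: viability without doxorubicin minus viability with 2 µM doxorubicin for each compound; larger differential means the compound sensitizes cells more to doxorubicin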
MRP reversal cytotoxicity: also measured in MRP reversal; calls as there; viability, %; H69AR cells, CellTiter-Glo, 72 h; measured here: cytotoxicity without doxorubicin
MRP reversal with doxorubicin: also measured in MRP reversal; calls as there; viability, %; measured here: viability with 2 uM doxorubicin; hits give low values
IL1B NFkB inh cell count 2 µM: further read-out of IL1B NFkB inh, marked with its call; cell count; measured here: cells passing quality filter;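 raw number of nuclei counted in each imaged well without normalization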
IL1B NFkB pot cell count 2 µM: further read-out of IL1B NFkB pot, marked with its call; cell count; measured here: cells passing quality filter
* hit, by the source's call; . = no result given. Only part of the results is shown (hit frequency here may not be typical).

SMILES	PLAP inhibitors HTS	Bcl-B TR3 displacers	IL1B NFkB pot	IL1B NFkB pot cell count 2 µM	IL1B NFkB inh	IL1B NFkB inh cell count 2 µM	MRP reversal	MRP reversal cytotoxicity	MRP reversal with doxorubicin
Cc1ccc(-c2noc(-c3ccccc3C(=O)N3CCOCC3)n2)cc1	-44%	0%	2	93	-2	93	12	95	83
CCS(=O)(=O)c1ccc(C(=O)Nc2ccccc2)c(Cl)c1Cl	6%	0%	.	.	.	.	.	.	.
CCN(CC)S(=O)(=O)c1ccc(NC2c3ncccc3C(=O)N2Cc2ccccc2)cc1 (configuration not stated)	-33%	-4%	.	.	.	.	.	.	.
O=C(CN1CCC(NC(=O)c2cccc(F)c2)CC1)NCc1ccccc1F	-13%	5%	1	100	-2	100	-4	88	92
CC1(c2cccs2)CC(c2cccs2)=C(C#N)C(=O)N1 (configuration not stated)	11%	6%	-3	84	3	84	-3	98	101
Cc1c(C(N)=O)c(N)c(C(=O)c2ccccc2)n1-c1ccccc1	21%	8%	1	196	-1	196	14	101	88
CCC(C)C(NC(=O)C1CCC(C)CC1)C(=O)Nc1cc(OC)ccc1OC (configuration not stated)	-20%	-62%	-9	170	9	170	.	.	.
O=C(COCc1nc2ccccc2c(=O)[nH]1)NCC1CCCCC1	.	.	9	134	-9	134	13	93	80
COc1ccc(C(C)C)cc1S(=O)(=O)Nc1ccc(Cl)cn1	-9%	-8%	-8	119	8	119	-5	94	98
c1ccc(C2=Nn3c(nnc3-c3n[nH]c4c3CCC4)SC2)cc1	-43%	5%	-17	120	17	120	-3	44	47
c1ccc2nc(-c3nc4ccccc4[nH]3)ccc2c1	-2%	-1%	.	.	.	.	1	68	67
N#C/C(=C(\O)CCl)c1nnc2n1CCCCC2	23%	6%	10	61	-10	61	-19	26	45
Cn1c(NCCO)nc2c(c1=O)C1(CCCCC1)Cc1ccccc1-2	-30%	9%	-11	184	11	184	-1	93	94
CC(C)N(C(=O)CN(C#N)c1nc(N(C)C)nc(N(C)C)n1)c1ccccc1	-74%	6%	7	124	-7	124	7	81	74
Cc1nnc(SCC(=O)NCc2ccco2)n1-c1ccccc1	-13%	-5%	2	149	-2	149	1	96	95
CC(NC(=O)OCc1ccccc1)C(=O)OCN1C(=O)c2ccccc2C1=O (configuration not stated)	-4%	-2%	6	133	-6	133	3	93	90
O=S(=O)(N/N=C\c1cn(-c2ccccc2)nc1-c1ccccc1)c1ccccc1	-25%	3%	9	93	-9	93	.	.	.
COc1ccc(-c2[nH]ncc2/C=C(\C#N)C(=O)NC2CC2)cc1	-164%	-14%	-3	175	4	175	.	.	.
COc1ccc(Cn2nnnc2C(c2cccs2)N2CCSCC2)cc1 (configuration not stated)	16%	2%	-3	78	3	78	3	86	82
COc1ccc(CN2CCN(C(=O)CC(C)C)CC2)c2ccccc12	-56%	-5%	4	149	-4	149	-3	74	77
CN1C(=O)N(C)C(NC(=O)Nc2ccccc2)C1NC(=O)Nc1ccccc1 (configuration not stated)	-68%	0%	2	199	-2	199	11	98	87
CCC(C)NC(=O)C(NS(=O)(=O)c1cccc2nsnc12)c1ccccc1 (configuration not stated)	-7%	0%	-2	97	2	97	-1	106	107
Brc1c(CSc2nncn2-c2ccccc2)nc2sccn12	-1%	-26%	-7	122	7	122	7	86	78
CCCC(=O)Nc1ccc(C(=O)NNC(=S)NC(=O)c2cccs2)cc1	-143%	-3%	-3	151	3	151	.	.	.
Cc1c(C(=O)Nc2ccncc2)oc2ccccc12	-6%	-6%	12	201	-12	201	10	93	83
Cc1ccc(S(=O)(=O)N2CCN(S(=O)(=O)c3ccccc3)C2)cc1	21%	-10%	-13	190	13	190	10	90	80
C=CCn1c(SCC(=O)N2CC(=O)Nc3ccccc32)nc2scc(-c3ccccc3)c2c1=O	-44%	-27%	-6	186	6	186	-22	26	48
CC(C)CC(=O)Nc1ccc(-c2cn3ccsc3n2)cc1	3%	0%	-3	82	3	82	-13	51	64
O=C(CSc1nc2ccccc2n1CC(=O)N1CCOCC1)N1CCCC1	.	.	8	102	-8	102	2	89	88
CC(CN1CCCC1)OC(=O)COc1ccccc1 (configuration not stated)	5%	1%	10	137	-10	137	-2	98	99
O=C(NCC1CCCO1)c1cccc(F)c1 (configuration not stated)	-2%	-8%	9	161	-9	161	-4	91	96
COc1cc(NC(=O)c2cc3ccccc3o2)c(OC)cc1Cl	11%	-2%	-100	36	100*	36*	-15	57	72
COc1ccc(NC(=O)CN2CCN(CC(=O)Nc3ccc4c(c3)OCO4)CC2)cc1	4%	11%	.	.	.	.	11	96	85
CCOc1cccc(C(=O)N(Cc2ccc(F)cc2)C2CCS(=O)(=O)C2)c1 (configuration not stated)	-51%	-3%	-3	162	3	162	4	90	86
Cc1nc(NC(=O)c2cc(-n3cnnc3)ccc2Cl)ccc1Br	.	.	-9	131	9	131	11	94	83
c1cc2c(cc1Nc1nc(-c3ccc4c(c3)OCO4)cs1)OCCO2	-32%	-2%	12	170	-12	170	0	94	94
CS(=O)(=O)N(C(=O)NC(=O)NC1CCS(=O)(=O)C1)C1CCCCC1 (configuration not stated)	1%	-10%	2	120	-2	120	25	91	65
COc1ccc(S(=O)(=O)N2CCN(C(=O)[C@@H]3CCC(=O)N3C3OC(=O)c4ccccc43)CC2)cc1 (some centres not stated)	4%	8%	8	85	-8	85	1	101	100
COc1ccccc1OCc1nnc(SCC(=O)NCc2ccco2)n1Cc1ccco1	-68%	0%	0	176	0	176	0	83	82
COc1ccc(CC(NC(C)=O)C(=O)NC2CCN(c3c4c(nc5ncnn35)CCC4)CC2)cc1 (configuration not stated)	-39%	-5%	.	.	.	.	-3	105	108
Cc1[nH]c2ccccc2c1C(=O)CNc1nccs1	42%	2%	-3	149	3	149	-15	82	97
O=C(Nc1ccc(N2CCCC2)cc1)c1ccc(Br)o1	-19%	36%	-3	137	4	137	6	86	81
CS(=O)(=O)N(Cc1nnc(-c2cccs2)o1)c1ccc(Cl)cc1F	-37%	-6%	16	118	-16	118	14	91	77
Cc1ccc(Sc2ccc(/C=N/O)cc2[N+](=O)[O-])cc1	12%	-5%	10	71	-10	71	0	1	1
CCN1CCN(C(=O)c2ccc(CS(=O)(=O)Cc3ccccc3F)o2)CC1	22%	-4%	17	168	-17	168	28	97	69

The list goes on; the last 4 above are carried over.
SMILES	PLAP inhibitors HTS	Bcl-B TR3 displacers	IL1B NFkB pot	IL1B NFkB pot cell count 2 µM	IL1B NFkB inh	IL1B NFkB inh cell count 2 µM	MRP reversal	MRP reversal cytotoxicity	MRP reversal with doxorubicin
O=C(Nc1ccc(N2CCCC2)cc1)c1ccc(Br)o1	-19%	36%	-3	137	4	137	6	86	81
CS(=O)(=O)N(Cc1nnc(-c2cccs2)o1)c1ccc(Cl)cc1F	-37%	-6%	16	118	-16	118	14	91	77
Cc1ccc(Sc2ccc(/C=N/O)cc2[N+](=O)[O-])cc1	12%	-5%	10	71	-10	71	0	1	1
CCN1CCN(C(=O)c2ccc(CS(=O)(=O)Cc3ccccc3F)o2)CC1	22%	-4%	17	168	-17	168	28	97	69
COc1ccc(C(=O)Nc2cc(Cl)ccc2OC(=O)c2ccc(OC)cc2)cc1	5%	2%	-4	183	4	183	.	.	.
COc1ccc(Cc2nnc(SCc3nc4ccccc4c(=O)[nH]3)o2)cc1	-7%	-5%	3	36	-3	36	11	95	84
COc1ccccc1NC(=O)CSc1ccc2nnc(-c3ccncc3)n2n1	16%	13%	3	69	-3	69	6	90	84
COc1cc(-c2noc(-c3cccc(Cl)c3)n2)cc(OC)c1OC	-8%	0%	2	145	-2	145	1	74	74
Cc1ccc(S(=O)(=O)NCC2CCC(C(=O)O)CC2)cc1 (configuration not stated)	-7%	-1%	1	167	-1	167	4	103	99
O=C(CCS(=O)(=O)c1ccc(Br)cc1)N1CCN(c2ccccc2)CC1	16%	-8%	.	.	.	.	-1	94	95
Cc1ccccc1OCCSc1nnc(C)n1-c1ccccc1	-46%	-9%	17	206	-17	206	-1	84	85
CC(C)(C)c1nnc2sc(SC/C(O)=C(\C#N)c3nc4ccccc4[nH]3)nn2c1=O	-84%	-57%	-8	146	8	146	-14	42	55
COc1ccc(OC)c(S(=O)(=O)Nc2cccnc2)c1	17%	5%	7	194	-7	194	7	110	102
CCOC(=O)c1cnc(SCc2ccc(C)cc2)nc1N	23%	-6%	11	92	-11	92	2	88	86
O=C(c1ccc(F)cc1)N1CCN(c2ncccn2)CC1	15%	-4%	-1	171	1	171	-5	91	96
O=C1CCCN1CN1CCCCC1	-7%	-9%	.	.	.	.	-7	99	106
CN1CCn2c1nc(N1CCCCC1)nc2=O	10%	-6%	-5	142	5	142	9	98	89
COc1ccc(C2CC(C(F)(F)F)n3nc(C(=O)NCCCn4ccnc4)cc3N2)cc1OC (configuration not stated)	-46%	-6%	-11	200	11	200	-8	95	103
CCC(C)C(NC(=O)OC(C)(C)C)C(=O)NC(CC(C)C)C(N)=O (configuration not stated)	-27%	4%	-1	159	1	159	10	100	90
CCOC(=O)N1CCC(NC(=O)CN(C)S(=O)(=O)c2cc3c(cc2Cl)NC(=O)CO3)CC1	-14%	-5%	6	191	-6	191	15	111	96
COc1ccc(NC(=O)/C(Cl)=C(/Cl)S(=O)(=O)Cc2ccc(C)cc2)cn1	16%	8%	.	.	.	.	-1	94	95
O=C(COC(=O)c1cncc(Br)c1)NCc1ccco1	-5%	47µM*	-4	146	4	146	-6	84	91
CC1CCC(NC(=O)Cn2cc3c(n2)CCCC3)CC1 (configuration not stated)	17%	3%	-1	194	1	194	5	102	97
COC(=O)C1C2C=CC3(CN(c4cccc(Cl)c4)C(=O)C13)O2 (configuration not stated)	-1%	-9%	.	.	.	.	-3	95	98
CCOc1cc(NC(=O)c2ccccc2C)c(OCC)cc1NC(=O)C1=Cc2ccccc2OC1	55%	5%	9	115	-9	115	.	.	.
Cc1ccc(S(=O)(=O)NC(=O)NCCCCNC(=O)NS(=O)(=O)c2ccc(C)cc2)cc1	21%	-9%	18	164	-18	164	.	.	.
O=C(c1ccccc1OCc1ccccc1Br)N1CCN(c2ncccn2)CC1	-79%	-3%	2	209	-2	209	-29	28	58
Cc1cccc(N(CC(=O)NC2CCCCC2)C(=O)c2c(C)noc2C)c1	-27%	-8%	-6	64	6	64	-2	83	85
COc1ccc2nc(N=Nc3ccc(N(C)C)cc3)sc2c1	30%	-2%	-2	186	2	186	.	.	.
COc1cccc(NC(=O)N2CCC(C(N)=O)(N3CCCCC3)CC2)c1	-16%	0%	-6	159	6	159	-2	108	110
c1ccc(COCCN2CCN(CCOCc3ccccc3)CC2)cc1	-25%	-10%	-4	190	4	190	-7	83	90
OCCNC1=NCCN1	-12%	0%	12	125	-12	125	.	.	.
CCS(=O)(=O)Nc1ccc(-c2ccc(NS(=O)(=O)CC)c(OC)c2)cc1OC	.	.	10	189	-10	189	.	.	.
CC(=O)Nc1cccc(OC(=O)c2ccoc2C)c1	-11%	-1%	-1	118	1	118	19	100	82

Laid out differently: two of the compounds above.
| Molecule | PLAP inhibitors HTS | Bcl-B TR3 displacers | IL1B NFkB pot | IL1B NFkB pot cell count 2 µM | IL1B NFkB inh | IL1B NFkB inh cell count 2 µM | MRP reversal | MRP reversal cytotoxicity | MRP reversal with doxorubicin |
| --- | --- | --- | --- | --- | --- | --- | --- | --- | --- |
| c1ccc(COCCN2CCN(CCOCc3ccccc3)CC2)cc1 | -25% | -10% | -4 | 190 | 4 | 190 | -7 | 83 | 90 |
| OCCNC1=NCCN1 | -12% | 0% | 12 | 125 | -12 | 125 | . | . | . |

Remaining list, next part:
SMILES	PLAP inhibitors HTS	Bcl-B TR3 displacers	IL1B NFkB pot	IL1B NFkB pot cell count 2 µM	IL1B NFkB inh	IL1B NFkB inh cell count 2 µM	MRP reversal	MRP reversal cytotoxicity	MRP reversal with doxorubicin
C=CCC(C=C)S(=O)(=O)c1ccc(C)cc1 (configuration not stated)	-34%	5%	-1	170	1	170	.	.	.
CCOC(=O)Nc1nc(-c2ccccc2)c(C(=O)c2ccc(Cl)cc2)s1	-78%	-11%	-28	82	28	82	.	.	.
Cc1onc(-c2ccccc2)c1C(=O)NCc1cccs1	5%	-3%	4	151	-4	151	27	80	53
CCCN1/C(=C2/SC(=S)N(CC)C2=O)C=Cc2ccccc21	12%	0%	23	112	-23	112	12	41	28

From PubChem
